# D1 antagonist: Antagonist of Human D 1 Dopamine Receptor: qHTS; HEK293 TREx D1 cells, calcium flux, dopamine EC80; hits give low values; activity change, negative = inhibition, % at 10 µM; D(1A) dopamine receptor (Homo sapiens), P21728; 3.2% of 360,000 active; in the data active means activity change below about -30%; further: on the % scale 0 is the no-effect control and ±100 the full control effect
#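 Compound effects on dopamine-evoked calcium signalling were measured in tetracycline-induced HEK293 Trex D1 cells. Dopamine at EC80 followed a 180 s compound pre-read, and fluorescence was tracked kinetically for 180 s more.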
# D1 potentiator: Potentiators of Human D1 Dopamine Receptor: qHTS | D(1A) dopamine receptor (Homo sapiens), P21728 | HEK293 TREx D1 cells, calcium flux, dopamine EC20 potentiation | potentiation, % at 10 µM | 0.036% of 360,000 active | AID 504651, 2011; in the data active means potentiation above about 30%; further: 0% is about no effect
# RXFP1 ag: qHTS Assay for Agonists of the Relaxin Receptor RXFP1. Potency, µM (doses to about 57.5 µM), inactives show at the highest dose activation, most hits filed as activators. AID 2676, 2010. 0.3% of 370,000 active. HEK293T-RXFP1 cAMP TR-FRET, 30 min; response scale: percent of porcine relaxin response, buffer zero; further: potency means the concentration at half of the fitted maximal effect; on the % scale 0 is the no-effect control and ±100 the full control effect; nearly all actives have a fitted effect of over 60% in size; many of its hits are not listed in these tables
# Target sequence (Q9HBX9 whole entry, looked up): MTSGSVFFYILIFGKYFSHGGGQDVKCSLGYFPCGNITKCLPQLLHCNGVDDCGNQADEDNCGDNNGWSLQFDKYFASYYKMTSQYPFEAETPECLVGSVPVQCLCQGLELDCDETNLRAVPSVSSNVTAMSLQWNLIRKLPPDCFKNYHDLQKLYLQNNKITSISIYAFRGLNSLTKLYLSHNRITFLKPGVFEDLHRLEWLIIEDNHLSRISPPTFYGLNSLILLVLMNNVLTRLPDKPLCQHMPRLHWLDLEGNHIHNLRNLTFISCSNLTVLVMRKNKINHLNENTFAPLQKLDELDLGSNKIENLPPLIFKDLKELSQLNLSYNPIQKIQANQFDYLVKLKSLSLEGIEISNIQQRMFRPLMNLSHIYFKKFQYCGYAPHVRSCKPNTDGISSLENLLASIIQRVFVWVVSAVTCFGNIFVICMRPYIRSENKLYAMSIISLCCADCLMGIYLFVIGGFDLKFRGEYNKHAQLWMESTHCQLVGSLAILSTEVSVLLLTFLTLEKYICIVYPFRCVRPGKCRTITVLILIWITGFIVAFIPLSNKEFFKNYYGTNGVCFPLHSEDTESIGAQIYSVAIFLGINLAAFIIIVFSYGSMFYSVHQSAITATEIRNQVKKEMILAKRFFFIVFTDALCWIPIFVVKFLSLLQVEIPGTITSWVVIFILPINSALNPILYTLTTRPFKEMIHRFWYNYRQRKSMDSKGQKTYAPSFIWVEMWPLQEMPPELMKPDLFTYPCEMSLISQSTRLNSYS
#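 cAMP rise read by TR-FRET after 30 min, 37C compound exposure (up to 58 uM) in RXFP1-transfected HEK293 cells with Ro 20174 present. EC50 from Hill-equation fits, with 29 nM porcine relaxin as 100% and buffer as basal.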
# Vif-APOBEC3F blk: qHTS for Inhibitors of Vif-A3F Interactions: qHTS; HeLa A3F-eYFP + Vif (tagged APOBEC3F with the HIV-1 protein that degrades it), YFP fluorescence increase; Potency, µM (series often up to 46.1 µM), without a hit: at the top dose activity, negative = active; 0.2% of 390,000 active; AID 602313, 2012; further: potency means the concentration at half of the fitted maximal effect; % of control where 0% means no effect; nearly all actives have a fitted effect of over 65% in size
#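 Fluorescence increase (Ex 488/Em 500-530) after overnight compound treatment at 37 deg C flags inhibition of Vif-driven A3F-eYFP loss in stable HeLa A3F-eYFP/Vif cells seeded overnight beforehand.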
# D2 PAM: HTS Assay for Positive Allosteric Modulators of the Human D2 Dopamine Receptor: Primary Screen for Potentiators; HEK293 T-REx D2, calcium flux, EC20 dopamine potentiation; D(2) dopamine receptor (Homo sapiens), P14416; 0.34% of 340,000 active; potentiation, % at 10 µM;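 active means potentiation over 3 SD above the plate norm, cut at about 30% in these data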; further: 0% is about no effect
#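 Potentiation of an EC20 dopamine calcium response is measured in a force-coupled, tetracycline-inducible Hek293 Trex D2 line. Compound-only kinetic reads over 180 s flag agonists before dopamine addition.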
# D1 agonist: Allosteric Agonists of the Human D1 Dopamine Receptor: qHTS; HEK293 T-REx D1 cells, calcium flux, agonist mode; activation, % at 2 µM; 1% of 360,000 active; in the data active means activation above about 30%; further: 0% is about no effect
#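 Tetracycline-induced HEK293 TREx D1 cells, force-coupled to calcium signalling, were dye-loaded with a no-wash calcium kit. Compound was pin-added after a 10 s baseline. Fluorescence was read kinetically at 1 cycle/s for 180 s, with calcium rises flagged as agonism.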
# Vif-APOBEC3G blk: qHTS for Inhibitors of Vif-A3G Interactions: qHTS; Potency, µM (series often up to 46.1 µM), for inactives: at the highest dose activity, negative = active, usual class: inhibitors; HeLa A3G-eYFP + Vif (tagged APOBEC3G with the HIV-1 protein that degrades it), YFP fluorescence, overnight; DNA dC->dU-editing enzyme APOBEC-3G (Homo sapiens), Q9HC16; 0.076% of 410,000 active;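 further: potency means the concentration at half of the fitted maximal effect; on the % scale 0 is the no-effect control and ±100 the full control effect; nearly all actives have a fitted effect of over 60% in size; hits raise eYFP signal because A3G escapes Vif-driven loss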
#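 HeLa cells stably expressing Vif and C-terminally eYFP-tagged A3G, seeded overnight at 37 deg C, then exposed to compound by pintool overnight at 37 deg C. Rise in yellow fluorescence (Ex 488/Em 500-530, Acumen) marks blocked Vif-driven A3G degradation.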
# LDHA inh: qHTS assay for inhibitors of human lactate dehydrogenase. L-lactate dehydrogenase A chain (Homo sapiens), P00338. 0.15% of 480,000 active. purified LDHA, NADH/diaphorase-resazurin fluorescence; hits give low values. activity change, % (values are at about 110 or 230 µM); in the data active means activity change below about -30%;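 further: plate controls were DMSO wells for no effect and wells without enzyme for full effect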
#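 Human LDH5 at 2 nM final in Tris HCl pH 7.4 with 0.06 mM NADH and 0.2 mM pyruvate, reacted 5 minutes at room temperature. Remaining NADH coupled via diaphorase/resazurin; resorufin fluorescence read at 0 and 20 minutes, normalized to enzyme-free and DMSO wells.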
# GRP78 ERSR act: qHTS for Inducers of the Endoplasmic Reticulum Stress Response (ERSR) in Human Glioma: qHTS; Potency, µM, without a hit: at the top dose activation, most hits filed as activators; AID 602332, 2012; U87-MG GRP78 promoter luciferase reporter, 16 h; 0.02% of 420,000 active; further: potency means the concentration at half of the fitted maximal effect; series mostly up to about 76 µM; % of control where 0% means no effect; nearly all actives have a fitted effect of over 35% in size
#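 ERSR induction read as luciferase luminescence (Bright-Glo, 10 min at room temperature) in stably transfected human U87-MG glioma cells exposed to compounds for 16 h, using GRP78 as sensor.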
# Starred values were filed as active, the others as inactive; nt = no result given; & = joins results of further samples. Unless noted, the call rests on the fitted dose curve; in most records, active means well fitted curve in the direction sought with a large enough effect; inconclusive means small, poorly fitted or top-dose-only effect, or another doubt; inactive means no such curve, though single readings can be large; an effect the other way counts as inactive or inconclusive. This is a subset; rates above refer to the full screens.
SMILES,D1 antagonist,D1 potentiator,RXFP1 ag,Vif-APOBEC3F blk,D2 PAM,D1 agonist,Vif-APOBEC3G blk,LDHA inh,GRP78 ERSR act
Cc1cc(OCC(=O)N(C)Cc2ccccc2)ccc1Cl,-13,-2,-0.2%,5%,-1,1,-2%,-3,-3%
CC(C)CN(C(=O)CN1CCOCC1)c1c(N)n(CC(C)C)c(=O)[nH]c1=O,-3,2,-2.5%,-17%,-2,3,-20%,-7,-6%
CCOc1ccsc1C(=O)NNC(=O)c1ccco1,1,3,0.7%,3%,-1,2,3%,-6,-1%
CCCCCCc1nc2ccccc2c(=O)n1NC(=O)c1c(O)c2c(n(CC(C)C)c1=O)CCCC2,7,-1,1.9%,7%,9,2,1%,-1,-3%
Cc1c(Cl)cccc1NC(=O)c1ccco1,-20,1,-0.4%,-4%,7,0,-5%,-7,3%
CC(=O)C1=C(O)CC(c2ccccc2)CC1=NCCc1ccccc1 (configuration not stated),-6,2,-1.1%,-2%,-10,1,1%,1,-4%
CC1(C)CC2(CCO1)N1CC3(C)CN2CC(C)(C1)C3O (configuration not stated),-1,-1,1.4%,-7%,16,-1,3%,-9,-7%
CC(=O)Nc1ccc(-c2csc(NC(=O)C3=COCCO3)n2)cc1,2,-6,0.6%,10%,1,1,0%,-1,2%
O=C(NC1CCSc2ccccc21)c1cccc(S(=O)(=O)N2CCOCC2)c1 (configuration not stated),-12,-5,-0.1%,11%,7,4,-11%,-6,-3%
COc1ccc(NC(=S)NNC(=O)COc2ccc(Cl)cc2Cl)cc1,-4,-4,2.9%,3%,3,44*,-10%,-8,-4%
O=C1CC(c2ccccc2)C(C(=O)Nc2ccccc2F)N1 (configuration not stated),-32*,-1,-0.5%,-4%,5,-4,0%,-1,-4%
CCOC(=O)NC(=O)/C(C#N)=C\c1ccccc1,3,-6,-3.6%,7%,1,1,3%,10,3%
COc1ccc(CCNC(=S)N2CCN(S(=O)(=O)c3ccc(C)cc3)CC2)cc1,-6,2,0.0%,1%,-6,6,-1%,-2,-9%
C#CCOCCOCCOCCNc1nc(N2CCN(C(=O)C([C@@H](C)CC)n3cc(C(N)CO)nn3)CC2)nc(N2CCN(C(=O)[C@H](CCC(=O)O)n3cc(C(N)[C@H](C)CC)nn3)CC2)n1 (some centres not stated),-21,0,-3.4%,nt,-5,0,nt,nt,nt
CC(=O)Nc1cc(NC(C)=O)ncn1,1,-2,3.2%,7%,5,3,9%,0,-1%
C=CCN1C=CC(=O)CC1,21,3,1.6%,-16%,-4,2,1%,6,-2%
COC(=O)c1ccc(/C=C/C(=O)OCC(=O)Nc2ncc(Cl)cc2Cl)cc1,22,nt,4.5%,4%,5,3,0%,-3,-6%
O=C(COc1ccc2c(-c3ccccc3)cc(=O)oc2c1)Nc1ccc(CN2CCOCC2)cc1,-16,-1,0.3%,-2%,-4,10,1%,-5,-1%
O=C(NCc1ccc(F)cc1)C1CCN(S(=O)(=O)c2ccc(Cl)cc2)CC1,-1,4,-2.5%,-3%,-5,3,-7%,-5,-4%
CC(=O)NCCC(=O)Nc1cc(S(=O)(=O)N2CCCCC2)ccc1Oc1cccc(C)c1,9,-8,2.1%,1%,0,0,-1%,-1,-1%
CCN(CC)c1ccc(C(=O)OCC(=O)N2CCCC2)cc1,-2,2,1.5%,12%,4,3,1%,3,0%
O=C(Nc1ccc(F)c(F)c1)C1CCN(S(=O)(=O)c2cccs2)CC1,-18,-19,1.2%,4%,-14,6,0%,-6,-2%
CCOc1c(Cl)cc(C2NC(=O)NC(C)=C2C(=O)NCc2ccccc2)cc1OC (configuration not stated),-1,2,0.5%,2%,3,4,-2%,-1,-1%
CCCC(=O)Nc1ccc(S(=O)(=O)Nc2cc(OC)ncn2)cc1,-8,0,4.1%,2%,-5,2,-7%,0,-2%
CSC(=NC#N)N1CCN(c2ccc(Cl)cc2)CC1,-6,-3,-0.6%,0%,-7,5,1%,-11,1%
COCC(C)NC(=O)c1ccc(Cl)c(Cl)c1 (configuration not stated),2,-1,0.2%,3%,-1,-1,-1%,-6,1%
O=S(=O)(NC1CCN(S(=O)(=O)c2c(F)cccc2F)CC1)c1ccc2c(c1)OCCO2,-13,-4,nt,4%,nt,5,-1%,-1&-6,-3%
Cn1nc(-c2ccccc2)c(CSc2ccccc2)c1Cl,14,-2,-0.9%,-17%,-15,20,-29%,-3,1%
CCOC(=O)C1CCCN(C(=O)c2ccc(CS(=O)(=O)c3ccc(C)cc3)o2)C1 (configuration not stated),-2,1,2.3%,-3%,13,1,1%,4,-2%
CCN(C(=O)COC(=O)CNC(=O)c1ccc(C)cc1)c1c(N)n(Cc2ccccc2)c(=O)[nH]c1=O,-5,-4,-0.2%,-7%,-6,2,-13%,-1,-6%
CCn1cnc2cc(NCc3ccc(N(C)C)cc3)ccc21,4&-13,-3&-1,-1.4%&3.2%,-6%&3%,17&-5,4&3,5%&5%,-8&10,4%&-2%
O=C(OCCN1C(=O)c2ccccc2C1=O)c1ccccc1,-7,-2,-0.6%,-20%,-4,-3,1%,-1,4%
O=C1CN(C(=O)COC(=O)c2cccnc2Cl)c2ccccc2N1,9,-2,3.5%,-2%,2,9,-7%,-3,-1%
COc1ccc(Br)cc1S(=O)(=O)n1ccnc1C,-2,-4,0.1%,-1%,-4,2,5%,-3,-8%
Cc1nc2ccc(C(=O)O)cc2[nH]1,-11,-5,-1.1%,-9%,-5,0,4%,15,-9%
COc1ccc(C(=O)C2CCCN(C(=O)c3noc4c3CCCC4)C2)c(C)c1 (configuration not stated),-4,-5,-3.5%,-11%,18,2,6%,-2,-1%
CCCc1nc2oc3cc(OC)ccc3c(=O)c2c(=O)n1CCc1ccccc1,1,-3,0.8%,5%,1,0,1%,2,-1%
CCOC(=O)c1ccc(N2CCN(c3cccc(Cl)c3)CC2)c(NC(=O)Nc2ccc(OC)cc2OC)c1,4,2,2.8%,3%,18,-3,3%,-2,-3%
COC(=O)c1ccc(NC(=O)CN(Cc2ccc(Cl)cc2)S(C)(=O)=O)cc1,-13,-7,2.1%,-22%,-17,6,-6%,0,-1%
O=C(NC1(C(F)(F)F)OCCO1)c1ccc(F)cc1,-17,7,0.5%,2%,nt,1,3%,-4,-2%
Cc1noc(C)c1COc1ccccc1C(=O)NNC(=O)c1ccccc1F,-10,-7,0.5%,5%,-2,3,0%,1,-2%
O=C1OCC(Cn2c3ccccc3c3ccccc32)O1 (configuration not stated),-7,7,-0.1%,-8%,9,1,1%,-13,-2%
O=C(O)c1cc(NC(=O)c2ccc3c(c2)C(=O)N(Cc2ccccc2)C3=O)cc(C(=O)O)c1,-23,-9,-1.7%,-7%,1,1,2%,-8,-3%
O=C(OCc1c(Cl)cccc1Cl)c1ccncc1,-13,2,0.6%,5%,-1,1,0%,0,-2%
CCOC(=O)c1[nH]c2ccc(OC)cc2c1NC(=O)c1cccc(OC)c1,3,-1,0.7%,1%,17,-2,-1%,6,-5%
CN(C)S(=O)(=O)c1ccc(C(=O)Nc2cc(S(=O)(=O)Nc3ccccc3Cl)ccc2N2CCCCC2)cc1,0,-3,3.7%,-16%,6,5,0%,-8,2%
NNc1ccc(Cc2ccc(Cl)cc2Cl)nn1,-17,-4,-0.2%,-16%,14,8,3%,-1,-5%
CC(=O)c1sc2nc(C)cc(C)c2c1N,-1,4,3.4%,0%,5,1,-6%,5,3%
Cc1cccc(NC(=O)NNC(=O)COc2ccc(Cl)cc2)c1,1,6,2.7%,1%,9,1,2%,0,-5%
Cc1nn(C)c(Oc2ccc(Cl)cc2)c1C(=O)O,-33*,-8,0.3%,-3%,-4,1,1%,-7,-3%
Cc1cc(Cl)ccc1OCC(=O)OCC(=O)NCCNC(=O)COC(=O)COc1ccc(Cl)cc1C,nt,nt,nt,11%,nt,nt,3%,-2,0%
O=C(Cc1cccs1)N1CCN(c2ccc([N+](=O)[O-])cc2)CC1,-21,-5,0.5%,13%,nt,6,2%,-8,-2%
CC(C)(C)c1cc(C(C)(C)C)n(-c2ccccc2)n1,-5,1,-0.1%,1%,-10,0,-4%,0,-6%
COc1ccccc1NS(=O)(=O)c1cccc(C(=O)N2CCN(Cc3ccc4c(c3)OCO4)CC2)c1,0,1,-0.1%,-2%,3,7,-1%,-2,-1%
CCN(CC)S(=O)(=O)c1ccc(OC)c(NS(=O)(=O)c2cccc(C(=O)O)c2)c1,-19,-8,2.5%,2%,-6,2,6%,-2,-3%
O=C(CSc1nc2ccccc2[nH]1)Nc1cc(C(F)(F)F)ccc1N1CCOCC1,-9,1,0.6%,-2%,0,2,1%,-6,-4%
O=C(NCCC1=CCCCC1)C1CC(=O)N(Cc2ccccc2)C1 (configuration not stated),-3,-4,0.7%,-3%,16,0,0%,6,-3%

# Three entries out of the list above, ordered by their value in D1 potentiator, smallest number first:
structure	D1 potentiator
Cc1nn(C)c(Oc2ccc(Cl)cc2)c1C(=O)O	-8
O=C(NCCC1=CCCCC1)C1CC(=O)N(Cc2ccccc2)C1 (configuration not stated)	-4
CC(=O)c1sc2nc(C)cc(C)c2c1N	4

# Bioassay records deposited in PubChem BioAssay by National Center for Advancing Translational Sciences (NCATS).
